# Screens from PubChem.
# HIF-2a block: blocks HIF-2a reporter activity. 786-0 RCC cells HIF-2a reporter, luciferase luminescence, overnight. inhibition, % at 18.8 µM. 0.72% of 360,000 active. AID 624352;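 active means inhibition of the luminescence signal of 40% or more relative to plate controls, in a single-dose primary screen at 18.75 µM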
# NR2E3 ag-1: human photoreceptor-specific nuclear receptor agonism | CHO-S Gal4-NCOR/VP16-NR2E3 two-hybrid, luciferase | 0.35% of 360,000 active | Q9Y5X4 | AID 602229 | inhibition of corepressor binding, % at 3.98 µM;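 active means inhibition above the mean of all tested compounds plus 3 SD, cut at about 70% in these data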;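 further: 0% = DMSO with NR2E3 transfected cells and 100% = cells lacking NR2E3 construct; higher means lower luciferase signal from less NR2E3 corepressor binding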
# Target sequence (Q9Y5X4 whole entry, looked up, the tested form may be a part): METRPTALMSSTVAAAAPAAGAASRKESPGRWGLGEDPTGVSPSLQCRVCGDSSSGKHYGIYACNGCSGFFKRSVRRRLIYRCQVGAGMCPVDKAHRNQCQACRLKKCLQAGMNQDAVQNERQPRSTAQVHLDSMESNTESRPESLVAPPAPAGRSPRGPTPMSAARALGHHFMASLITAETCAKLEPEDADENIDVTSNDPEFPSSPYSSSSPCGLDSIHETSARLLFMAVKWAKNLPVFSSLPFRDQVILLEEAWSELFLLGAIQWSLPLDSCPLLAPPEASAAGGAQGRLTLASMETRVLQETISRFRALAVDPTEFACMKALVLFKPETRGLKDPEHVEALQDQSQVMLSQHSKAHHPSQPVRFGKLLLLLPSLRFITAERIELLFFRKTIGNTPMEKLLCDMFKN
# TRAIL sens C8: sensitizes caspase-8 expressing cells to TRAIL; 1% of 360,000 active; inhibition (viability loss, TRAIL sensitization), % at 10 µM; NB7+C8 cells + TRAIL, ATPlite viability luminescence;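 active means compounds causing at least 50% loss of cell viability in the single-dose screen, relative to plate controls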
# KKLEB cytotox: reduces viability of KKLEB cystic fibrosis airway cells. KKLEB CF airway cells viability, ATPlite luminescence, overnight; stronger effect = lower value; cells stimulated with P. aeruginosa culture filtrate. activity change (cytotoxicity), % at 5 µM. 0.36% of 360,000 active;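 active means corrected activity change at or below -50% at 5 µM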
# TRPM1 prom inh: MITF TRPM1 promoter inhibition in SK-MEL-5 cells. SK-MEL-5 TRPM1 promoter luciferase, 24 h. inhibition, % at 12.5 µM. 0.83% of 330,000 active;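 active means mean inhibition across replicates of 60% or more, whatever share of single replicates reaches that level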; further: values of inactives mirror those of a sister screen read the other way
# CF NFkB inh: inhibitors of cystic fibrosis induced NF-kB; KKLEB NF-kB-GFP reporter, PAF-induced, GFP fluorescence overnight; inhibition, % at 5 µM; 0.86% of 360,000 active; AID 588850;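 active means at least 50% inhibition at 5 µM, scaled per plate between neutral and stimulator controls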;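 further: PAF is a Pseudomonas aeruginosa culture filtrate used as stimulus; plate controls were PAF-stimulated DMSO wells for no effect and unstimulated DMSO wells for full effect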
# Peg3 prom inh: inhibitors of Peg3 promoter; AID 588405; 1.7% of 360,000 active; HeLa PEG-Prom luciferase reporter, luminescence, overnight; inhibition, % at 20 µM;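 active means inhibition of at least 50% at 20 µM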
# LMP1 NFkB inh: reduces LMP1-driven NF-kappaB luciferase signal; LMP1-induced NF-kappaB luciferase reporter cells, luminescence; inhibition, % at 12.5 µM; 0.69% of 350,000 active; AID 504558; in the data active means inhibition above about 41%;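 further: 0% = neutral control wells and 100% = reference inhibitor control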
# Shn3 inh set2: Schnurri-3 reporter inhibition in Clone20 osteoblasts; Clone20 osteoblast Shn3 3'UTR firefly luciferase, 24 h; inhibition, % at 12.5 µM; 0.52% of 360,000 active; AID 588674;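 active means mean inhibition of at least 75% with every replicate also reaching 75%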;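 further: 0% = median of neutral control wells and 100% = pilot-screen positive control compound; some compounds past the cut are filed as inactive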
# iPSC survival up: increases survival of single human iPS cells; hiPSC single-cell survival, ATPlite luminescence; 100% = ROCK inhibitor wells, 0% = DMSO; survival enhancement, % at 20 µM; 0.044% of 360,000 active; AID 602274; in the data active means survival enhancement above about 18%;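 further: cells exposed to compounds for 16 hours before the ATP read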
# NR2E3 ag-2: activates human photoreceptor nuclear receptor NR2E3. Q9Y5X4. GST-NR2E3/biotin-RetCOR TR-FRET, 1536-well. inhibition of corepressor binding, % at 4.78 µM. 0.12% of 320,000 active. AID 2300;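 active means percent inhibition above the cutoff of mean plus 3 SD of all tested compounds, set per screening campaign, cut at about 20% in these data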;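 further: 0% = DMSO wells and 100% = biotin wells as full block of FRET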
#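 Material: NR2E3–RetCOR corepressor complex / Amount: 1.35 nM GST-NR2E3 / Medium: Tris pH 7.5 / Compound: single nominal compound dose of 4.8 µM / Incubation: 5 h at 4 °C / Technique: TR-FRET, Eu(K)-anti-GST donor, streptavidin-D2 acceptor, ex 340, em 617/671 nm / Read-out basis: percent loss of FRET ratio relative to control wells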
# Starred values were filed as active, the others as inactive; . = no result given. The list is partial (hit frequency here may not be typical).
SMILES,HIF-2a block,NR2E3 ag-1,TRAIL sens C8,KKLEB cytotox,TRPM1 prom inh,CF NFkB inh,Peg3 prom inh,LMP1 NFkB inh,Shn3 inh set2,iPSC survival up,NR2E3 ag-2
CCOC(=O)CNc1nc(C(C)(C)C)nc2c1nnn2Cc1ccccc1Cl,-10,26,-8,-3,10,17,18,11,-8,2.6,-2
CC(=O)c1c(C)[nH]c(C(=O)CN(C)CC(=O)Nc2ccccc2Cl)c1C,22,-30,0,-12,1,27,10,9,41,-0.8,.
CCc1ccc([C@H]2C(C(=O)O)=C[C@@H](C(C)(C)C)N2S(=O)(=O)c2ccc(C)cc2)cc1,4,9,-1,5,6,11,9,1,-20,0.2,.
Cc1ccc(S(=O)(=O)NCC(=O)N2CCN(c3ccccc3F)CC2)cc1,9,10,6,1,21,5,18,10,17,-1.3,0
CC[C@H](C)[C@H](NC(=O)c1ccccc1)C(=O)NC(CC(=O)O)c1ccc(F)cc1 (some centres not stated),15,-4,8,5,0,4,9,-2,9,-0.3,3
O=C(NCc1ccc(F)cc1)C(c1cccs1)N(C(=O)c1csnn1)C1CC1 (configuration not stated),23,-22,-19,-5,-1,16,3,-4,-4,-1.4,-3
COc1cccc(OC)c1C(=O)NC(=S)Nc1ccc2c(c1)OCCO2,2,4,3,5,9,14,23,-11,-9,0.6,3
Cc1ccc(NC(=O)CN2C(=O)NC(C)(CCc3ccccc3)C2=O)cc1 (configuration not stated),11,10,-6,9,-7,-17,9,-10,-6,-0.4,0
O=C(Nc1cccc(-c2ccc(N3CCOCC3)nn2)c1)c1ccccc1Cl,-259,-91,61*,-22,-109,14,-258,-7,-73,-0.1,-1
O=C(Nc1ccccc1C(=O)N1CCCCC1)NC1CCCCC1,7,-38,0,-14,5,-7,-9,-5,11,0.1,-2
C[C@H](CO)N1C[C@H](C)[C@@H](CN(C)Cc2ccccc2)Oc2c(NS(=O)(=O)c3cn(C)cn3)cccc2C1=O,15,23,-4,-12,4,3,-5,-3,-12,1.4,.
CN(/N=C/c1ccc(Cl)cc1)c1ncc(Cl)cc1C(F)(F)F,-121,1,-17,0,-39,9,-47,-20,-50,0.0,0
COc1ccc(Cn2cccc(NC(=O)Nc3ccc(C#N)cc3)c2=O)cc1,5,15,-3,-6,6,15,6,24,29,-1.5,-1
Cc1ccc(/C=C/c2nc3ccccc3[nH]2)o1,-246,-82,17,5,-20,-23,-326,-1,-90,-0.9,-3
COc1ccc(S(=O)(=O)Nc2cccnc2)c(Cl)c1Cl,13,-20,18,4,-7,-5,14,5,-1,-0.2,2
CC1CC(C)CN(S(=O)(=O)N2CCC(C(=O)NCCc3ccccc3)CC2)C1 (configuration not stated),4,-26,-7,-3,1,-17,17,10,13,-0.4,-3
COc1cccc(NC(=S)N(CCCN2CCOCC2)Cc2cn(C)c3ccccc23)c1,20,-2,26,-15,-5,9,9,2,7,4.0,1
Cc1ccc(NC(=O)CS(=O)CC(=O)Nc2ccccc2-c2ccc(C)o2)cc1 (configuration not stated),4,-43,-3,1,12,3,29,11,-28,-0.7,-4
CC1C(=O)Nc2ccccc2N1C(=O)c1ccc(O)cc1 (configuration not stated),6,-15,-2,-6,9,3,13,29,8,0.1,3
CCOCCCn1c(SCC(=O)Nc2ccc(NC(C)=O)cc2)nc2ccccc2c1=O,2,7,-36,-16,-4,-19,15,21,2,-0.1,.
Cc1ccccc1NC(=O)CNc1ccccc1N1CCCCC1,-1,-17,-13,-13,-5,18,18,19,13,-3.4,3
O=C(c1ccc2c(=O)n(Cc3ccc4c(c3)OCO4)c(=O)[nH]c2c1)N1CCN(c2ccccc2)CC1,2,-40,20,-38,11,24,16,4,11,-0.4,1
CCOc1ccc(OCC)c(-c2c(=O)n(OCc3ccc(C(C)(C)C)cc3)c3ccccc3[n+]2[O-])c1,-33,-7,12,-16,-3,12,-17,1,58,-2.9,-2
c1ccc(OCCCc2nc(-c3ccccn3)no2)cc1,-140,-36,-4,3,-42,-86,-183,-11,-30,-0.1,0

# Entries shown so far containing an NH in an aromatic ring, in the order listed:
SMILES,HIF-2a block,NR2E3 ag-1,TRAIL sens C8,KKLEB cytotox,TRPM1 prom inh,CF NFkB inh,Peg3 prom inh,LMP1 NFkB inh,Shn3 inh set2,iPSC survival up,NR2E3 ag-2
CC(=O)c1c(C)[nH]c(C(=O)CN(C)CC(=O)Nc2ccccc2Cl)c1C,22,-30,0,-12,1,27,10,9,41,-0.8,.
Cc1ccc(/C=C/c2nc3ccccc3[nH]2)o1,-246,-82,17,5,-20,-23,-326,-1,-90,-0.9,-3
O=C(c1ccc2c(=O)n(Cc3ccc4c(c3)OCO4)c(=O)[nH]c2c1)N1CCN(c2ccccc2)CC1,2,-40,20,-38,11,24,16,4,11,-0.4,1

# Additional results.
SMILES,HIF-2a block,NR2E3 ag-1,TRAIL sens C8,KKLEB cytotox,TRPM1 prom inh,CF NFkB inh,Peg3 prom inh,LMP1 NFkB inh,Shn3 inh set2,iPSC survival up,NR2E3 ag-2
CCN(C(=O)c1cccc(Br)c1)c1ccccc1,20,-15,-6,-2,5,2,11,-11,15,4.0,-2
O=C(NCCc1ccc(C(F)(F)F)cc1)C1CCC(=O)N(CCCN2CCCC2=O)C1 (configuration not stated),-8,-33,1,3,-5,-27,-18,-13,-3,0.0,-1
COc1ccc(C2=NC(C)(C)Cc3cc(OC)c(OC)cc32)cc1OC,15,-22,3,13,7,8,-14,1,-23,0.8,-4
CCc1ccc(O)c(N=Cc2cccc(C)c2O)c1,-14,-25,10,-3,21,-3,-19,-17,-9,0.3,0
CCOC(=O)C1(CC/C(C)=N\NC(N)=O)CC(C)OC1=O (configuration not stated),9,-16,-1,5,15,-4,5,5,-15,-0.2,2
Cc1ccccc1CC1(CO)CCCN(C(=O)c2cccc(Cl)c2)C1 (configuration not stated),-9,-5,3,-4,-6,8,-9,7,.,0.0,1
COc1ccc(CCNC(=O)C(=O)NCC2OCCN2S(=O)(=O)c2ccc(Cl)cc2)cc1OC (configuration not stated),6,-17,-6,8,.,0,6,1,49,-3.4,2
Cc1nn(CC#N)c(=O)n1-c1ccccc1F,11,-10,-10,6,3,-4,15,6,-21,0.1,-2
Cc1nnc(SCC(=O)N2c3ccccc3C(C)(c3ccccc3)CC2(C)C)s1 (configuration not stated),20,-10,3,-2,13,6,40,15,16,0.9,4
COc1cccc(NC(=O)Cn2c(CCC(=O)O)ccc2-c2cccs2)c1,-9,7,2,4,7,18,-4,-14,-9,-0.9,3
CC(C)Oc1ccc2c(=O)c(-c3ccccc3)coc2c1,-271,-166,21,-27,-77,-5,-310,21,-50,-2.8,-1
COc1ccc(CCNC(=O)/C=C/c2ccco2)cc1OC,15,-65,-20,0,5,-9,10,-5,-17,-0.1,-2
Cc1ccc(NC(=O)c2nc[nH]c2C(=O)NCc2ccccc2)cc1,-9,-23,14,-18,-11,-17,9,0,-9,-0.5,1
O=c1cc(-c2ccccc2)c2c(O)cc(O)cc2o1,13,-30,5,-7,-7,39,11,1,4,-0.5,-2
Cc1ccc(OCC(=O)N2CCC3(CC2)CC(=O)c2ccccc2O3)cc1,11,22,-7,13,2,-5,1,3,-12,-0.6,-2
COc1ccc(/C=N/NC(=S)SC)cc1OC,-2,29,6,-9,3,-1,13,-9,-14,-2.5,2
CN1c2ccccc2C(C)(C)C12CC(c1ccc(S(=O)(=O)N3CCCCC3)cc1)=NO2 (configuration not stated),5,-13,38,-4,4,9,13,21,5,4.7,2
N#CC1=C(N)OC2=C(CCc3ccccc32)C1c1ccccc1Cl (configuration not stated),1,-28,-17,-10,19,10,36,-30,-11,-1.7,1
O=C(CN(CCO)c1ccccc1)Nc1ccc(Cl)c(S(=O)(=O)N2CCOCC2)c1,0,-4,-1,8,-7,11,7,3,1,2.0,3
O=C(COC(=O)c1cc(S(=O)(=O)N2CCOCC2)ccc1F)Nc1c(Cl)cccc1C(F)(F)F,16,2,-11,18,3,-19,7,0,-4,0.4,0
Cc1ccc(-c2cc(C(F)(F)F)n3nc(C(=O)Nc4c(C)n(C)n(-c5ccccc5)c4=O)cc3n2)cc1,12,-13,5,8,15,-11,9,-7,8,0.8,2
Cc1ccc(CNC(=O)C2C3C=CC(C3)C2C(=O)O)cc1 (configuration not stated),12,6,1,8,4,10,16,-8,7,0.1,1
COc1cccc(C(=O)NCc2cn3ccsc3n2)c1,-51,-22,0,5,-4,-29,-3,1,22,0.7,-3
CC(=O)Nc1nnc(COc2ccc(Cl)cc2)s1,-240,-104,6,-25,-93,13,-251,-8,-99,0.7,4
COc1ccc(-c2nc(CS(=O)CC(=O)N3CCN(C)CC3)c(C)o2)cc1OC (configuration not stated),2,6,14,-2,-3,-3,-10,11,5,-0.3,1
O=C(CSc1n[nH]c(=O)n1C1CC1)Nc1ccc(F)c(Cl)c1,-2,-29,6,-12,-2,-5,4,-1,-14,2.5,.
CC(C)[C@H](NC(=O)N1CC(=O)Nc2ccccc21)C(=O)N[C@@H](C(=O)O)c1ccccc1,4,-27,-5,-5,5,4,6,-5,3,-0.5,0
COc1ccc(-c2c3c(=O)n(C)c(=O)n(C)c3cn2-c2cccc(OC)c2)cc1,-36,-25,0,-8,5,0,-4,2,-4,-0.3,-3
COC(=O)c1ccc(NC(=O)CC(=O)Nc2ccc(C(=O)OC)cc2)cc1,14,-9,-11,-4,7,-25,2,4,-17,0.0,0
COC(=O)c1cccc(Nc2cc(C)nc(-c3ccccc3O)n2)c1,-34,7,5,-6,-10,-9,12,-16,-16,3.0,-1
COc1ccccc1NC(=O)COC(=O)Cn1c(C)csc1=O,6,-3,-4,6,.,-11,6,-3,1,13,.
O=C(NC1CCS(=O)(=O)C1)/C(=C\c1ccco1)NC(=O)c1ccccc1 (configuration not stated),18,-2,-13,1,-4,-11,8,-5,-17,-0.4,-3
O=C(Nc1ccccc1F)c1cc2c(s1)-c1ccccc1S(=O)(=O)C2,3,4,19,-8,-1,1,19,12,-16,0.8,-3
O=C(NCC1CCCO1)c1ccc(NS(=O)(=O)c2cccc([N+](=O)[O-])c2)cc1 (configuration not stated),14,-22,-15,4,-1,6,4,-3,-21,0.1,-2
CCOC(=O)N1CCc2c(sc3nc(SC(C)C)n(N)c(=O)c23)C1,1,-11,6,1,2,10,-7,12,60,4.7,-4
COCCN1C(=O)C(=O)/C(=C(/O)c2ccc3c(c2)OCCO3)C1c1ccc(C(=O)OC)cc1 (configuration not stated),1,-67,0,-7,3,9,-43,-9,-45,7.4,5
O=C(NC1CCCC1)C1CCN(C(=O)c2ccc(-c3ccccc3)cc2)CC1,10,-9,3,-7,1,2,14,1,26,-0.9,-2
Cc1ccc(NN2C(=O)C=CC2=O)cc1,12,-32,-3,5,-3,-2,8,5,-17,0.8,1
